NALP3 yeast inh – NALP3 inhibition in yeast | inhibition, % at 10 µM | AID 2825 | Yeast reconstituted NLRP3/ASC/caspase-1, beta-gal luminescence, 24 h | 330,000 compounds, 0.39% hits;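 active = inhibition of 50% or more; inactive = inhibition below 50%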;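 also: plate controls were induced DMSO wells for no effect and uninduced yeast grown without galactose for full effect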
SENP7 block – inhibitors of human SENP7 protease. Q9BQF6. recombinant SENP7, Z-RLRGG-aminoluciferin luminescence, 40 min. inhibition, % at 5 µM. 330,000 compounds, 1.5% hits. AID 434973;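 active = inhibition above about 50% at the single test dose, limit read from the data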;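 also: plate controls were DMSO with enzyme for no effect and no enzyme buffer wells for full effect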
SENP8 block-1 – SENP8 (human) protease inhibition; recombinant SENP8, Nedd8 substrate fluorescence; inhibition, % at 20 µM; 360,000 compounds, 0.64% hits; AID 602440; in the data active = inhibition mostly above about 40%, no sharp cut-off; inactive = mostly below about 27%
SENP8 block-2 – SENP8 protease inhibition; Q96LD8; 330,000 compounds, 1.2% hits; purified SENP8, Z-RLRGG-aminoluciferin cleavage, luminescence; inhibition, % at 10 µM; AID 2540; in the data active = inhibition above about 50%
Apaf-1 inh – human Apaf-1 inhibition. O14727. reconstituted apoptosome caspase-3 activity, DEVD-Rh110 fluorescence. inhibition, % at 20 µM. 330,000 compounds, 0.71% hits. AID 489030; active = inhibition of at least 40% at 20 µM;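 also: plate controls were DMSO wells for no effect and DEVD-CHO caspase inhibitor wells for full effect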
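System: reconstituted apoptosome with Apaf-1, cytochrome c, caspase-9, procaspase-3, dATP; Signal: Rh110 fluorescence intensity; Schedule: 30 min compound preincubation, 50 min activation, room temperature; Reagent: cytochrome c trigger plus (Z-DEVD)2-Rh110 caspase-3 substrate.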
HKDC1 inh – inhibitors of human hexokinase HKDC1. Q2TB90. recombinant HKDC1, G6PDH/diaphorase resazurin coupled fluorescence. inhibition, % at 20 µM. 340,000 compounds, 0.16% hits. AID 493160;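 active = inhibition above about 35% when tested at 20 µM, limit read from the data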;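 also: plate controls were DMSO wells with enzyme for no effect and DMSO wells lacking enzyme for full effect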
Target sequence (Q2TB90 whole entry, looked up): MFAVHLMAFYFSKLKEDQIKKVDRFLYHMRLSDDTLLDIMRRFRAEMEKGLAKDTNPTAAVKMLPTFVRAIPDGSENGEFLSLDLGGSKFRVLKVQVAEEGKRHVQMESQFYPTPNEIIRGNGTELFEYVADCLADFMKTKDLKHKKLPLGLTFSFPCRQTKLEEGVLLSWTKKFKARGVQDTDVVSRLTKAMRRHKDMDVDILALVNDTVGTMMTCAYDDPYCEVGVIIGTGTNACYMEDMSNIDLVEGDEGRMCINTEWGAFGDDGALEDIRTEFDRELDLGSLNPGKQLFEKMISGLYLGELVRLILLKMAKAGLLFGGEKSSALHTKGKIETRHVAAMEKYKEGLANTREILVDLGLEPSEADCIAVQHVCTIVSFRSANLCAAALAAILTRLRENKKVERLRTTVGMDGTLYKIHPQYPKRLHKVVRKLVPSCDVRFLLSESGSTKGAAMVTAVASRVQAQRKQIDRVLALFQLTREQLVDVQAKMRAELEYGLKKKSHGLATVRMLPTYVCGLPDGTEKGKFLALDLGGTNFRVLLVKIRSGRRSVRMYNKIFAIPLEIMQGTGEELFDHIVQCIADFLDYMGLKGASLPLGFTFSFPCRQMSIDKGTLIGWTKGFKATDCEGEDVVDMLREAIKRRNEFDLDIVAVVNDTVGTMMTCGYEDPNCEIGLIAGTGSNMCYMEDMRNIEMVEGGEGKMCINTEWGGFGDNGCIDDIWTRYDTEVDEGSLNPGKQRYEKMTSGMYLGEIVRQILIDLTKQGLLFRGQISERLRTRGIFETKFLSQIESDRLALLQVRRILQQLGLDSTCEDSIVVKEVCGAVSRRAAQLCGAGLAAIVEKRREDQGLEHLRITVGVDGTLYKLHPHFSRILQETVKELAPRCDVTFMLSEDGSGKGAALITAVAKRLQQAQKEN
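Assay system: recombinant HKDC1 hexokinase; detection: coupled resazurin fluorescence, excitation 525 nm, emission 613 nm; benchmarks: DMSO-plus-enzyme-mix negative control, buffer-substituted positive control; compound dosing: single 20 µM dose; schedule: 90 min at room temperature in dark; also added: glucose plus 1 mM ATP as hexokinase substrates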
SENP1 inh – SENP1 (human) catalytic domain inhibition; Q9P0U3; recombinant SENP1 catalytic domain, CyPet-SUMO1-YPet FRET cleavage; inhibition, % at 10 µM; 360,000 compounds, 0.21% hits; AID 624204;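 active = inhibition at least 30% at 10 µM, raw YFP signal under a set limit, fluorescence ratio 0.5 to 1.5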;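 also: 0% = enzyme with DMSO and 100% = no enzyme wells; some results filed as inactive read as strong as hits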
Target sequence (Q9P0U3 419-644 limits assumed): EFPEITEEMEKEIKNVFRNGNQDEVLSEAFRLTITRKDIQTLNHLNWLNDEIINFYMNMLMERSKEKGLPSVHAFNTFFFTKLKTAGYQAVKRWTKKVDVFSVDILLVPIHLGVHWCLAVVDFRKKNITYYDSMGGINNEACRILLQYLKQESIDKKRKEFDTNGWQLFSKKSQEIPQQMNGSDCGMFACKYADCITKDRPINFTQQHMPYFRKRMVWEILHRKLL
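Test system: recombinant human SENP1 catalytic domain, His6-tagged / Medium: pH 8 Tris buffer with EDTA, NaCl, BME, BSA, NP40, catalase / Also added: SUMO1 FRET substrate flanked by Cypet and Ypet, 25 nM / Times: 50 min reaction at room temperature / Signal: FRET, CFP and YFP emission / Control set: no-enzyme low control and enzyme-plus-DMSO high control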
SENP6 inh – inhibitors of human SENP6 protease. Q9GZR1. Recombinant SENP6 catalytic domain, aminoluciferin luminescence. inhibition, % at 10 µM. 330,000 compounds, 1.8% hits. AID 2599;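 active = inhibition above about 50% at the single tested dose, limit read from the data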;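 also: plate controls were DMSO wells with enzyme for no effect and DMSO wells lacking enzyme for full effect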
PfG6PD inh – PfG6PD (Plasmodium falciparum) enzyme inhibition. inhibition, % at 20 µM. PfGluPho enzyme, NADPH resazurin-diaphorase fluorescence. 350,000 compounds, 0.78% hits;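 active = inhibition reaching at least a set limit at 20 µM in the primary screen, cut at about 59% in these data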;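 also: 0% = DMSO wells with substrate and 100% = DMSO wells lacking glucose-6-phosphate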
Active calls of the source: *; nt = not tested or not shown. Rows are unselected, and some 4.1% of all compounds hit somewhere here.

Below each compound – SENP6 inh	NALP3 yeast inh	SENP8 block-1	SENP1 inh	SENP8 block-2	PfG6PD inh	SENP7 block	Apaf-1 inh	HKDC1 inh
- Cc1ccc2c(c1)sc1nc(=O)ccn12
 : -13	5	-8	1	3	21	3	-7	1
- COc1cc(O)c(C(CCN2CCN(c3ccccc3)CC2)c2cc(OC)c(OC)c(OC)c2)c(OC)c1 (stereo unspecified)
 : -6	21	15	2	-9	3	3	22	8
- Cc1cccc(-n2cc(-c3ccccc3)c3c(N4CCOCC4)ncnc32)c1
 : 2	2	-28	1	0	16	-4	14	0
- CCn1c(COc2ccc(C)cc2)nnc1SCC(=O)NCc1ccco1
 : -8	16	7	-7	-4	-27	3	4	3
- c1ccc2c(c1)CCN(C1=Nc3cccc4cccc1c34)C2
 : 22	3	-93	-4	8	38	10	43*	-2
- Cc1ccc(NC(=O)CNC(=O)c2ccco2)cc1
 : -5	8	12	0	3	-13	9	-4	2
- CC(=O)Cc1nsc(NC(=O)c2ccccc2)n1
 : -27	10	9	-1	-12	-1	2	12	-3
- COc1ccc([C@H]2CC(=O)C=C(c3ccc4c(c3)OCO4)C2)cc1
 : -16	28	-402	0	-5	28	8	13	5
- CS(=O)(=O)N(CC(=O)N1CCN(c2ccccc2F)CC1)c1ccc2c(c1)OCCO2
 : -2	-3	6	3	7	5	8	-12	-11
- CCO/C=N/c1c(C#N)c2c(c(=S)n1C)COC(C)(C)C2
 : -14	1	-8	-6	-1	-21	0	-2	-5

Going on with the list:
Below each compound – SENP6 inh	NALP3 yeast inh	SENP8 block-1	SENP1 inh	SENP8 block-2	PfG6PD inh	SENP7 block	Apaf-1 inh	HKDC1 inh
- COc1cc(C(=O)OCc2nc3ccsc3c(=O)[nH]2)c([N+](=O)[O-])cc1OC
 : -12	6	0	-1	-6	-11	7	8	0
- O=C(C1CCC(CNS(=O)(=O)c2ccccc2)CC1)N1CCCCC1 (stereo unspecified)
 : -3	16	13	-1	-4	-16	-5	6	6
- O=[N+]([O-])c1ccc(O)c(C2CCCCC2)c1
 : nt	nt	20	3	nt	5	nt	nt	8
- CO/N=C/C(C#N)=C/c1cc(C(=O)c2ccc(F)cc2)cn1C
 : 8	-1	-48	-33	2	1	6	0	-5
- CCCn1c(NC(=O)c2ccc(C)cc2)nc2ccccc21
 : -9	33	-111	1	-14	19	13	25	-12
- C(=N\Nc1ncnc2nc[nH]c12)/c1cccs1
 : 18	14	-25	-1	4	-3	15	-5	13
- CC1(C(=O)NCc2cccnc2)CCC(=O)N1CCc1ccccc1 (stereo unspecified)
 : 2	21	5	1	10	-37	0	-5	9
- Cc1cccc2c1c(N=NC(N)=S)c(O)n2C1OC(CO)C(O)C(O)C1O (stereo unspecified)
 : -9	18	16	0	8	-12	-5	-18	5
- Cc1onc(-c2c(Cl)cccc2Cl)c1C(=O)ONC(=O)c1cc(C(F)(F)F)cc(C(F)(F)F)c1
 : -19	24	6	-2	-8	1	-8	5	8
- CC1CCCCN1C(=O)COC(=O)c1ccc(N2CCCC2=O)cc1 (stereo unspecified)
 : 2	-1	11	3	14	-12	1	-10	6

Six entries picked at random from the list so far, as already listed:
Below each compound – SENP6 inh	NALP3 yeast inh	SENP8 block-1	SENP1 inh	SENP8 block-2	PfG6PD inh	SENP7 block	Apaf-1 inh	HKDC1 inh
- O=C(C1CCC(CNS(=O)(=O)c2ccccc2)CC1)N1CCCCC1 (stereo unspecified)
 : -3	16	13	-1	-4	-16	-5	6	6
- C(=N\Nc1ncnc2nc[nH]c12)/c1cccs1
 : 18	14	-25	-1	4	-3	15	-5	13
- CC1CCCCN1C(=O)COC(=O)c1ccc(N2CCCC2=O)cc1 (stereo unspecified)
 : 2	-1	11	3	14	-12	1	-10	6
- O=[N+]([O-])c1ccc(O)c(C2CCCCC2)c1
 : nt	nt	20	3	nt	5	nt	nt	8
- Cc1onc(-c2c(Cl)cccc2Cl)c1C(=O)ONC(=O)c1cc(C(F)(F)F)cc(C(F)(F)F)c1
 : -19	24	6	-2	-8	1	-8	5	8
- CC1(C(=O)NCc2cccnc2)CCC(=O)N1CCc1ccccc1 (stereo unspecified)
 : 2	21	5	1	10	-37	0	-5	9

More records
Below each compound – SENP6 inh	NALP3 yeast inh	SENP8 block-1	SENP1 inh	SENP8 block-2	PfG6PD inh	SENP7 block	Apaf-1 inh	HKDC1 inh
- CCNc1nc(NCC)nc(SCC(C)=O)n1
 : -5	-11	8	1	-7	-22	5	5	2
- COc1cccc(Nc2nc(NCCO)c3ccccc3n2)c1
 : -3	11	34	0	-4	9	-6	4	-1
- COc1ccc(S(=O)(=O)N2CCOCC2)cc1N(C)S(=O)(=O)c1ccc(C)cc1
 : 10	-9	-4	0	-4	12	-14	6	-6
- O=C(CCC1CCN(Cc2ccc(Cl)cc2)CC1)NC1CC1
 : -6	11	11	1	-13	-9	14	-3	6
- CCOC(=O)c1c(CSc2ccccc2)n(C)c2ccc(O)c(CN3CCOCC3)c12
 : -17	19	6	3	-1	20	2	27	-4
- CCOC(=O)C1(Cc2ccc(OC)cc2)CCN(C(=O)c2cncs2)CC1
 : -11	3	10	-1	-18	-18	-8	-8	7
- CC(OC(=O)c1ccc([N+](=O)[O-])o1)C(=O)NC1CCCCC1C (stereo unspecified)
 : -1	23	-33	-37	1	12	-4	6	0
- CCCNS(=O)(=O)c1ccc(CCC(=O)NCCc2ccc(OC)c(OC)c2)cc1
 : 8	13	14	3	4	-8	-4	-5	-8
- CC(OC(=O)c1ccc(-n2cnnn2)cc1)C(=O)NCc1ccccc1 (stereo unspecified)
 : -3	0	-4	0	0	8	-1	5	-7
- COc1cc2c(cc1OC)C(C)N(C(=O)C1COc3ccccc3O1)CC2 (stereo unspecified)
 : -18	13	9	5	-4	13	3	2	1

One compound at a time (already shown). Order of screens: SENP6 inh | NALP3 yeast inh | SENP8 block-1 | SENP1 inh | SENP8 block-2 | PfG6PD inh | SENP7 block | Apaf-1 inh | HKDC1 inh
CCOC(=O)c1c(CSc2ccccc2)n(C)c2ccc(O)c(CN3CCOCC3)c12 reads -17 | 19 | 6 | 3 | -1 | 20 | 2 | 27 | -4
O=C(CCC1CCN(Cc2ccc(Cl)cc2)CC1)NC1CC1 reads -6 | 11 | 11 | 1 | -13 | -9 | 14 | -3 | 6

Next part:
Below each compound – SENP6 inh	NALP3 yeast inh	SENP8 block-1	SENP1 inh	SENP8 block-2	PfG6PD inh	SENP7 block	Apaf-1 inh	HKDC1 inh
- FC(F)(F)c1ccccc1NC(=S)Nc1ccccc1
 : -16	-4	18	2	-1	0	-3	-1	0
- Cc1ccc(Cl)cc1N1CCN(C(=O)C(C)n2ncn3cccc3c2=O)CC1 (stereo unspecified)
 : -18	13	11	1	-19	-14	15	14	3
- COC(=O)c1cc(S(=O)(=O)N2CCN(c3ccc([N+](=O)[O-])cc3)CC2)c[nH]1
 : -6	10	-3	-6	-17	15	-1	2	4
- C(#Cc1ccccc1)CN1CCCCC1
 : -10	20	-13	-2	-6	9	-8	1	-7
- CCc1cc(C(=O)N2CCc3c([nH]c4ccccc34)C2c2ccc(OC)cc2F)no1 (stereo unspecified)
 : 1	2	-9	-6	3	20	-1	13	-1
- Cc1cccc(NC(=S)N(C)C2(c3ccccc3Cl)CCCCC2=O)c1 (stereo unspecified)
 : -1	-14	18	1	6	-7	-11	-17	0
- O=C1c2ccccc2C(=O)C2OC12 (stereo unspecified)
 : 37	-25	nt	nt	6	nt	5	37	nt
- COc1ccc(N2CC(C(=O)N3CCc4ccccc43)CC2=O)cc1 (stereo unspecified)
 : -9	15	-7	1	5	11	0	-13	-5
- CN=C1NC(C)(C)C2CCC(C)(CC2)S1
 : nt	nt	16	1	nt	-18	nt	nt	-4
- O=c1onc(-c2c(F)cccc2F)n1-c1ccccc1Cl
 : -1	-4	14	5	-6	23	-2	2	-1

Grouped by structure, the compounds so far containing an aryl thioether with sulfur outside any ring
Below each compound – SENP6 inh	NALP3 yeast inh	SENP8 block-1	SENP1 inh	SENP8 block-2	PfG6PD inh	SENP7 block	Apaf-1 inh	HKDC1 inh
- CCn1c(COc2ccc(C)cc2)nnc1SCC(=O)NCc1ccco1
 : -8	16	7	-7	-4	-27	3	4	3
- CCNc1nc(NCC)nc(SCC(C)=O)n1
 : -5	-11	8	1	-7	-22	5	5	2
- CCOC(=O)c1c(CSc2ccccc2)n(C)c2ccc(O)c(CN3CCOCC3)c12
 : -17	19	6	3	-1	20	2	27	-4

(next part)
Below each compound – SENP6 inh	NALP3 yeast inh	SENP8 block-1	SENP1 inh	SENP8 block-2	PfG6PD inh	SENP7 block	Apaf-1 inh	HKDC1 inh
- COc1ccc(CNC(=O)CCS(=O)(=O)c2ccc3c(c2)oc(=O)n3C)cc1
 : -9	2	15	-1	9	-11	0	5	-4
- COc1ccc2nc3sc(C(=O)N4CCN(C)CC4)cc3cc2c1
 : -10	21	-289	-2	2	12	3	8	9
- Cc1[nH]nc(-c2ccc(O)c(C)c2O)c1Oc1ccccc1
 : 4	13	12	0	2	-22	8	11	3
- COc1ccccc1N1CCN(C2CCCCC2NS(=O)(=O)c2ccccc2)CC1 (stereo unspecified)
 : -2	-4	14	2	4	9	-2	18	-3
- COc1cc(CCC(=O)NCc2ccc(Cl)cc2)cc(OC)c1OC
 : -3	4	11	-1	-3	5	1	-4	7
- Cc1ccc(NC(=O)C2CCN(S(=O)(=O)c3ccc4c(c3)CCCC(=O)N4)CC2)c(Br)c1
 : 5	16	8	1	1	-5	8	10	0
- Cc1ccc(NC(=O)c2ccc(=O)[nH]n2)cc1S(=O)(=O)Nc1ccccc1Cl
 : -5	13	6	0	-3	2	4	12	-5
- CN1CCc2c(sc3nc(SCC(N)=O)n(-c4ccccc4)c(=O)c23)C1
 : -4	12	-359	-64	2	10	12	5	12
- Cc1cc(N2CCC(C(=O)N3CCN(c4cccc(C)c4C)CC3)CC2)n2ncnc2n1
 : -13	3	12	2	-8	1	-2	4	19
- O=C(NCC1COc2ccccc2O1)c1cc2ccccc2o1 (stereo unspecified)
 : -15	40	33	1	-10	3	-5	14	3

New compounds follow
Below each compound – SENP6 inh	NALP3 yeast inh	SENP8 block-1	SENP1 inh	SENP8 block-2	PfG6PD inh	SENP7 block	Apaf-1 inh	HKDC1 inh
- O=C(c1ccco1)N1CCN(Cc2cn[nH]c2-c2ccc(F)cc2F)CC1
 : 2	18	10	0	-9	-8	2	3	-9
- CN(Cc1ccccc1)C(=O)CCSc1nc(-c2ccc3c(c2)OCO3)cc(C(F)(F)F)n1
 : -6	8	-470	-1	-6	2	-4	23	2
- Cc1cccc(NC(=O)c2cccc(NC(=O)Cc3cccs3)c2)c1
 : 1	15	0	-1	2	5	3	8	-5
- Cc1ccccc1CN1C(=O)Nc2ccccc2C(=O)N1C(C)(C)C
 : 8	8	15	2	6	1	15	13	0
- COC(=O)C1CCN(C(c2cccs2)c2sc3nc(C)nn3c2O)CC1 (stereo unspecified)
 : -14	14	-5	2	-6	-17	-7	9	-1
- Cc1ccc(NC(=O)CN2C(=O)CN(C)C2=O)cc1S(=O)(=O)N1CCCCC1
 : 9	12	6	-2	5	4	-3	1	-7
- Cc1cccc(NC(=O)COc2cccc3c2CCN(C)C3=O)c1
 : 27	17	0	2	-7	4	5	-6	-2

Screening results (PubChem BioAssay)
